# HRas wt GTP: changes GTP binding to wildtype human HRas. P01112. GST-Ras wt beads, Bodipy-FL-GTP binding, flow cytometry; actives lie on both sides. GTP binding activity, % at 10 µM. hit rate 0.14% among 190,000. AID 759;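 active = GTP binding activity at least 20% away from the 100% baseline, either lowered as inhibitor or raised as activator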;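 also: 0% = unlabeled GTP competition control and 100% = no-compound control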
# Target sequence (P01112 whole entry, looked up): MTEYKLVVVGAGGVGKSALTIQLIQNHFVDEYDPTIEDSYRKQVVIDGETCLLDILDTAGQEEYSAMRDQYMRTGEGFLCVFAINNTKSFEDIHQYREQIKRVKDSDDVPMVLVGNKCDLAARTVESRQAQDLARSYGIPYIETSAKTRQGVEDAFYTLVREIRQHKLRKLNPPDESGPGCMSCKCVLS
# Bcl-B Bim block: human Bim-Bcl-B interaction inhibition. hit rate 0.073% among 190,000. inhibition, % at 10 µM. bead-based flow cytometry, Bim peptide-Bcl-B binding;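 also: 0% = tracer peptide without compound and 100% = reference inhibitor peptide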
# Target sequence (Q9HD36 whole entry, looked up): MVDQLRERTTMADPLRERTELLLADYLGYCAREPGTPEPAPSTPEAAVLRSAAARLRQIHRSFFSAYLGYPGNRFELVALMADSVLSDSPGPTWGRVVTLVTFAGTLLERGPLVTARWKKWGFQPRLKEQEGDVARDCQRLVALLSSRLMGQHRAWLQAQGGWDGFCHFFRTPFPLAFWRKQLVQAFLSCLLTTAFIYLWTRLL
# Cdc42 wt: changes GTP binding to wildtype human Cdc42 | GST-Cdc42 beads, Bodipy-GTP binding, flow cytometry; actives lie on both sides | percent activity (GTP binding), % at 10 µM | hit rate 0.2% among 190,000 | AID 761;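 active = percent activity GTP binding at least 20 points away from the 100% baseline, either down as inhibitor or up as activator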;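 also: median bead fluorescence of bound Bodipy-FL-GTP at 100 nM; 0% = excess unlabeled GTP control and 100% = no compound control; below 100% means less GTP binding so inhibitor and above means activator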
# Target sequence (P60953 whole entry, looked up): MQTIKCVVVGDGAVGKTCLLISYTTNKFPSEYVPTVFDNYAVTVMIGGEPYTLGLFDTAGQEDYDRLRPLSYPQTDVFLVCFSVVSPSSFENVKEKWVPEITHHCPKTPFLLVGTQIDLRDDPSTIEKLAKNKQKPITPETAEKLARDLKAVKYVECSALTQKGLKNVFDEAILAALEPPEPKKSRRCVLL
# Bim-Bcl-2: human Bim-Bcl-2 interaction inhibition; P10415; Bead-based flow cytometry, Bim peptide-Bcl-2 binding; inhibition, % at 10 µM; hit rate 0.06% among 190,000; AID 950; in the data active = inhibition above about 40%;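 also: 0% = no compound wells with probe peptide and 100% = reference peptide inhibitor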
# Bim-Bfl-1: human Bim-Bfl-1 interaction inhibition | Bead-based flow cytometry, Bim-Bfl-1 binding inhibition | inhibition, % at 10 µM | hit rate 0.12% among 190,000 | AID 1008;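 also: 0% = wells without compound plus tracer and 100% = blocker peptide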
# Rac1 act GTP bind: human Rac1 activated mutant GTP binding change; P63000; GST-Rac1 activated beads, fluorescent GTP binding, flow cytometry; actives lie on both sides; 100% means binding = to untreated wells; percent activity (GTP binding), % at 10 µM; hit rate 0.11% among 190,000; AID 764;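 active = GTP binding at least 20 percentage points away from the 100% baseline, in either direction, so actives lie on both sides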
# Bcl-W Bim block: disrupts Bim peptide binding to human Bcl-W. Q92843. bead-based flow cytometry. inhibition, % at 10 µM. hit rate 0.02% among 190,000;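 also: 0% = bound tracer without compound and 100% = peptide blocker; higher means less fluorescent Bim peptide bound to Bcl-W beads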
# Target sequence (Q92843 whole entry, looked up): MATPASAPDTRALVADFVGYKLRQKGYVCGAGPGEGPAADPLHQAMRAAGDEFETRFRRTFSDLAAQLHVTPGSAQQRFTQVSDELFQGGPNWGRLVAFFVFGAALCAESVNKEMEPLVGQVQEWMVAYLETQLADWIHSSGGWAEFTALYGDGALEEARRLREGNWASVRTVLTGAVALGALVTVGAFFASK
# Bim-Bcl-XL: disrupts Bim peptide binding to human Bcl-XL; inhibition, % at 10 µM; bead flow cytometry, fluorescence; hit rate 0.04% among 190,000
# Target sequence (Q07817 whole entry, looked up): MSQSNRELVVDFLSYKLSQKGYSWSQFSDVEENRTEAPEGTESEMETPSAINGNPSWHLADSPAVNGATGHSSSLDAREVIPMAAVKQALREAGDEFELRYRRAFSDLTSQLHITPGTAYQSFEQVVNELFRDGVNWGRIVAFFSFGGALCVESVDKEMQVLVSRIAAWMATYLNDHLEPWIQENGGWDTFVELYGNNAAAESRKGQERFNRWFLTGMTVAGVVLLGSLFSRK
# Rac1 wt GTP bind: alters GTP binding to wildtype human Rac1; hit rate 0.27% among 190,000; P63000; AID 757; GTP binding activity (% of control), % at 10 µM; GST-Rac1 beads, fluorescent GTP binding, flow cytometry; actives lie on both sides; 0 = cold GTP competed, 100 = untreated;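 active = GTP binding activity at least 20 points away from the 100% control level, either lower or higher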
# Rab7 wt GTP bind: modulators of GTP binding to dog Rab7 wildtype GTPase; AID 758; hit rate 0.055% among 190,000; GTP binding activity (percent of control), % at 10 µM; GST-Rab7 beads, fluorescent GTP binding, flow cytometry; actives lie on both sides; untreated = 100%, excess cold GTP = 0%;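 active = fluorescent GTP binding to Rab7 beads changed by at least 20 points from the 100% baseline, either direction, mostly lower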;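 also: median green fluorescence of bound Bodipy-FL-GTP per Rab7 bead population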
# Rab2 wt GTP: changes GTP binding to wildtype dog Rab2A, up or down. P61105. GST-Rab2 wt beads, Bodipy-GTP binding, flow cytometry. GTP binding activity, % at 10 µM. hit rate 0.19% among 190,000. AID 760;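 active = GTP binding activity at least 20 points away from 100%, either lowered or raised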;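 also: 0% = beads with excess unlabeled GTP and 100% = no-compound control corrected for plate trend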
# * hit, by the source's call. Rule as the data show it, unless noted: active = inhibition above about 40%.
SMILES,HRas wt GTP,Bcl-B Bim block,Cdc42 wt,Bim-Bcl-2,Bim-Bfl-1,Rac1 act GTP bind,Bcl-W Bim block,Bim-Bcl-XL,Rac1 wt GTP bind,Rab7 wt GTP bind,Rab2 wt GTP
OC(c1ccccc1)(c1ccccc1)C1CCN(C(=S)NC2CCCC2)CC1,94.0,-10.0,95.0,0.0,0.0,93.0,0.0,-7.0,93.0,93.0,96.0
CC1=C(C(=O)NCc2ccccc2)C(c2cccs2)n2ncnc2N1 (stereo not given),95.0,0.0,97.0,5.0,9.0,98.0,-6.0,-2.0,97.0,93.0,96.0
CCOC(CNC(=O)Cc1c(C)nc2c(-c3ccccc3)c(C)nn2c1C)OCC,97.0,-3.0,97.0,-3.0,-5.0,97.0,1.0,-1.0,101.0,103.0,96.0
O=C(CSc1nnnn1-c1ccccc1)Nc1nc(-c2ccccc2)ns1,99.0,-5.0,101.0,-10.0,-10.0,97.0,1.0,-4.0,103.0,101.0,99.0
Cc1nc(CCNS(=O)(=O)c2cccs2)cs1,101.0,-3.0,101.0,-6.0,-9.0,98.0,3.0,4.0,100.0,97.0,100.0
CCc1ccc(-c2csc(NC(=O)c3cccnc3)n2)cc1,103.0,-2.0,105.0,-1.0,2.0,102.0,-2.0,-2.0,105.0,101.0,103.0
Cc1cccc2c(=O)n3c(nc12)CCCCC3,104.0,-3.0,100.0,-5.0,-16.0,98.0,1.0,-10.0,110.0,104.0,103.0
COc1ccc(-n2cc(-c3ccccc3)c3c(NN4CCOCC4)ncnc32)cc1,99.0,-5.0,105.0,-2.0,-3.0,102.0,-6.0,-1.0,102.0,97.0,97.0
COc1ccccc1/C=N/NC(=O)CC(=O)NC1CCCCC1,95.0,-3.0,96.0,0.0,-1.0,96.0,1.0,-3.0,99.0,99.0,94.0
Cc1ccc(OCCN2C(=O)C(=O)c3cc(C)ccc32)cc1,94.0,0.0,94.0,-5.0,1.0,95.0,-3.0,-1.0,95.0,95.0,97.0
CCOC(=O)C1=C(C)N(C)C(C)=C(C(=O)OCC)C1c1ccc(C(=O)OC)cc1,101.0,-1.0,100.0,-4.0,-2.0,96.0,0.0,1.0,95.0,99.0,99.0
CCc1ccc(NSc2ccccc2[N+](=O)[O-])cc1,99.0,-13.0,97.0,-5.0,-10.0,97.0,2.0,-3.0,104.0,102.0,98.0
O=C(c1cc2c(=O)n3ccccc3nc2s1)N1CCc2ccccc2C1,96.0,-19.0,91.0,-10.0,-9.0,93.0,-16.0,-13.0,102.0,106.0,93.0
O=C(N/N=C/c1ccc2c(c1)OCO2)C(=O)Nc1ccc2ccccc2c1,100.0,1.0,98.0,-5.0,-2.0,97.0,2.0,2.0,102.0,102.0,98.0
Cc1cccc(NC(=O)COC(=O)c2ccc([N+](=O)[O-])o2)c1C,100.0,-6.0,98.0,-3.0,-5.0,93.0,-1.0,0.0,103.0,108.0,99.0
O=S(=O)(Cc1ccccc1)N1CCCC(c2nc(-c3ccc(F)cc3)no2)C1 (stereo not given),98.0,0.0,99.0,-1.0,-2.0,92.0,0.0,-3.0,95.0,101.0,98.0
O=C1c2ccccc2NC(c2ccco2)N1O (stereo not given),97.0,-4.0,96.0,0.0,-11.0,98.0,1.0,-1.0,98.0,99.0,99.0
O=C(C1CCCN(Cc2ccccc2Br)C1)N1CCCCC1 (stereo not given),97.0,-1.0,97.0,0.0,-1.0,95.0,0.0,-2.0,93.0,97.0,97.0
CC1=C(C)CC(C(=O)N2CCN(C/C=C/c3ccccc3)CC2)C(C(=O)O)C1 (stereo not given),97.0,-1.0,98.0,-10.0,-7.0,97.0,0.0,-2.0,102.0,102.0,100.0
O=C(Nc1ccc(Br)cc1Cl)N1CCOCC1,95.0,-2.0,102.0,0.0,-4.0,96.0,0.0,-1.0,95.0,97.0,94.0
CCc1ccc(NC(=O)CSCc2nc(N)nc(Nc3ccccc3CC)n2)cc1,99.0,-7.0,101.0,0.0,-4.0,98.0,-2.0,-5.0,104.0,101.0,99.0
COc1ccc(S(=O)(=O)N2C3CCC2CC(NC(=O)NC2CCCCC2)C3)cc1 (stereo not given),102.0,-8.0,104.0,-7.0,-13.0,100.0,-2.0,-8.0,110.0,103.0,101.0
CCn1c(CSCc2ccc(Cl)cc2)nnc1SCC(=O)Nc1cccc(C(=O)O)c1,95.0,0.0,98.0,-1.0,4.0,93.0,-5.0,-6.0,97.0,94.0,94.0
Cc1ccc2c(c1)[nH]c1c(=O)n(CCN3CCNCC3)cnc12,105.0,-4.0,107.0,-3.0,-4.0,105.0,8.0,0.0,108.0,105.0,106.0
COC(Cn1cc(C)c(=O)[nH]c1=O)OC,100.0,-3.0,102.0,-2.0,-3.0,98.0,-2.0,0.0,99.0,101.0,103.0
COc1ccccc1NC(=S)NC(=O)C1CC1,98.0,-4.0,99.0,-5.0,-3.0,100.0,-3.0,-8.0,102.0,101.0,96.0
O=C(O)CC(c1cccc2ccccc12)n1cccc1 (stereo not given),105.0,-3.0,106.0,-4.0,-8.0,103.0,1.0,-2.0,106.0,102.0,105.0
CCOc1ccc(-n2c(SCC(=O)N3CCc4ccccc43)nnc2-c2c[nH]c3ccccc23)cc1,100.0,-5.0,99.0,1.0,1.0,98.0,-7.0,-5.0,104.0,99.0,100.0
CCCN1Cc2cccc(C(=O)Nc3ccc(-c4nc5ccccc5[nH]4)cc3)c2C1=O,101.0,-7.0,101.0,-5.0,-3.0,100.0,-2.0,-6.0,104.0,103.0,98.0
COc1ccccc1NC(=S)N1CCN(C/C=C/c2ccccc2)CC1,100.0,-1.0,101.0,1.0,2.0,101.0,-1.0,-3.0,101.0,101.0,99.0
CCn1c(C)c(C(C)=O)c(NCc2ccccc2)nc1=S,100.0,-1.0,100.0,2.0,0.0,100.0,0.0,-2.0,100.0,99.0,100.0
COC(=O)Nc1cc([N+](=O)[O-])ccc1OC,97.0,-4.0,102.0,0.0,-6.0,99.0,0.0,-3.0,103.0,98.0,97.0
COc1ccc(CCN(Cc2cc3cc(C)c(C)cc3nc2Cl)C(=O)C2CC2)cc1,97.0,-11.0,102.0,-12.0,-15.0,96.0,2.0,-11.0,100.0,102.0,99.0
CCOC(=O)NC(Nc1cc(C)on1)(C(F)(F)F)C(F)(F)F,99.0,0.0,97.0,-1.0,0.0,99.0,0.0,-6.0,100.0,97.0,98.0
O=C(O)CCC(=O)N1N=C(c2c(-c3ccccc3)c3cc(Cl)ccc3[nH]c2=O)CC1c1ccco1 (stereo not given),99.0,-5.0,91.0,-2.0,-7.0,95.0,-4.0,-6.0,96.0,99.0,95.0
CCc1ccc(-c2cc(C(=O)NN3CCN(C)CC3)c3ccccc3n2)cc1,101.0,-4.0,99.0,0.0,-1.0,104.0,-2.0,-6.0,107.0,102.0,98.0
FC(F)(F)c1cc(-c2ccccc2)nc(N2CCOCC2)n1,99.0,-6.0,101.0,-7.0,-13.0,100.0,-1.0,-3.0,106.0,104.0,102.0
O=C(NCc1n[nH]c(=S)n1-c1ccc(Br)cc1)c1ccc(S(=O)(=O)N2CCOCC2)cc1,97.0,-20.0,98.0,-1.0,1.0,93.0,3.0,-4.0,99.0,97.0,97.0
CCc1ccc(S(=O)(=O)c2nnn3c2nc(NCCNC(C)=O)c2ccccc23)cc1,90.0,4.0,90.0,0.0,-2.0,90.0,1.0,1.0,86.0,93.0,89.0
N#Cc1ccc(N=c2ssnc2Cl)cc1,95.0,-45.0,96.0,1.0,36.0,94.0,-8.0,-10.0,94.0,93.0,94.0

# Only Bim-Bfl-1 (2 entries from above):
SMILES | Bim-Bfl-1
CCOC(=O)NC(Nc1cc(C)on1)(C(F)(F)F)C(F)(F)F | 0.0
O=C(O)CCC(=O)N1N=C(c2c(-c3ccccc3)c3cc(Cl)ccc3[nH]c2=O)CC1c1ccco1 (stereo not given) | -7.0

# Further records
SMILES,HRas wt GTP,Bcl-B Bim block,Cdc42 wt,Bim-Bcl-2,Bim-Bfl-1,Rac1 act GTP bind,Bcl-W Bim block,Bim-Bcl-XL,Rac1 wt GTP bind,Rab7 wt GTP bind,Rab2 wt GTP
O=C(O)c1ccc(S(=O)(=O)NC2CCCc3ccccc32)cc1 (stereo not given),103.0,0.0,104.0,-2.0,-2.0,95.0,1.0,-2.0,97.0,100.0,99.0
COc1ccc(NC(=O)CCOc2ccccc2)c(OC)c1,103.0,-3.0,104.0,-6.0,-3.0,103.0,-3.0,-2.0,105.0,94.0,105.0
O=C(Nc1ncccn1)c1ccc([N+](=O)[O-])cc1,96.0,-3.0,95.0,0.0,-5.0,94.0,-5.0,-3.0,91.0,93.0,95.0
COC(=O)Cc1c(C)c2ccc(OCc3nn[nH]n3)c(C)c2oc1=O,98.0,-5.0,96.0,-4.0,-4.0,97.0,3.0,0.0,98.0,99.0,96.0
O=C(NCCOc1ccccc1Cl)c1ncn[nH]1,98.0,-6.0,95.0,-3.0,-6.0,97.0,0.0,-3.0,101.0,102.0,97.0
COc1ccc(-c2nnc3ccc(SC(C(C)=O)C(C)=O)nn23)cc1OC,99.0,-10.0,98.0,-2.0,-1.0,98.0,-5.0,-7.0,100.0,103.0,97.0
c1cnc(N2CC[N+]3(CCCC3)CC2)nc1,98.0,-2.0,101.0,-1.0,-4.0,98.0,-2.0,-7.0,98.0,99.0,100.0
CC(C)NC(=O)c1ccc(COCC(F)(F)C(F)F)cc1,101.0,-6.0,99.0,-9.0,-14.0,98.0,-5.0,-12.0,101.0,102.0,102.0
CCN(CC)CCNC(=O)C1CCCCN1S(=O)(=O)c1cccc([N+](=O)[O-])c1 (stereo not given),103.0,-3.0,97.0,1.0,-6.0,98.0,-2.0,-4.0,100.0,105.0,101.0
C/C(=N\NC(=O)c1ccc([N+](=O)[O-])c(C)c1)c1ccccc1Cl,101.0,-7.0,99.0,-1.0,-2.0,99.0,-5.0,-4.0,102.0,97.0,96.0
COCCCNC(=O)C1CCN(C(=O)c2cc3sccc3n2Cc2ccc(F)cc2)CC1,101.0,-5.0,102.0,-12.0,-11.0,97.0,-1.0,-8.0,100.0,102.0,101.0
COC(=O)c1ccc(Oc2c(F)c(F)nc(N3CCOCC3)c2F)cc1,88.0,8.0,87.0,7.0,5.0,85.0,1.0,2.0,102.0,95.0,89.0
Cc1cccc(N=C2NC(=O)/C(=C/C=C/c3ccco3)S2)c1C,97.0,13.0,99.0,18.0,17.0,95.0,4.0,10.0,100.0,91.0,96.0
Cc1ccc2[nH]c(=O)c(C(c3nnnn3CC3CCCO3)N3CCOCC3)cc2c1 (stereo not given),95.0,-1.0,97.0,-3.0,-4.0,95.0,-1.0,1.0,94.0,97.0,95.0
COC(=O)CN(c1cc(OC)ccc1OC)S(=O)(=O)c1ccc(OC)c(OC)c1,102.0,0.0,102.0,0.0,-1.0,101.0,-1.0,0.0,107.0,99.0,100.0
FC(F)(F)c1n[nH]c(=S)n1/N=C/c1ccco1,97.0,-10.0,101.0,0.0,6.0,96.0,-5.0,-6.0,100.0,96.0,96.0

# Assay outcomes deposited in PubChem by NMMLSC.
